Bioassay records (PubChem)
SKN-1 inh: blocks SKN-1 activity in C. elegans; AID 624304; C. elegans VP596 Pgst-4::GFP/RFP ratio, acrylamide-induced, 24 h; actives 0.49% (n = 360,000); inhibition, % at 21.8 µM;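 active = interference check ratio from 0.5 to 1.5 plus GFP to RFP signal ratio inhibition reaching or exceeding a fixed threshold, cut at about 30% in these data, passing the limit was not always enough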; note: some compounds called inactive have numbers as strong as hits
TbMetRS inhib: blocks T. brucei methionyl-tRNA synthetase activity; purified T. brucei MetRS, ATP depletion, Kinase-Glo luminescence; inhibition, % at 11.9 µM; actives 0.4% (n = 360,000);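 active = inhibition above a per-plate cutoff of the control wells' mean inhibition plus 3 SD, cut at about 5.5% in these data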;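 note: 0% = DMSO wells median and 100% = median of wells with control inhibitor compound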
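Assay system: T. brucei methionyl-tRNA synthetase, purified | Medium: HEPES buffer with MgCl2, KCl, DTT, spermine, BSA, pyrophosphatase | Compound: 11.9 µM single point | Incubation: 15 min enzyme-compound preincubation, 2 h reaction, 10 min detection, 25 °C | Measured by: Kinase-Glo luciferase luminescence reporting remaining unconsumed ATP | Measure: % inhibition normalized to control-well medians | Replication: Singlicate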
DNMT1 inh: inhibitors of human DNMT1; DNMT1 molecular beacon, Hinp1I cleavage, fluorescence; inhibition (reported as % activation of signal), % at 10 µM; actives 0.83% (n = 360,000); AID 588458; in the data active = inhibition above about 50%
Scp1 inh: blocks human Scp-1 phosphatase activity | Q9GZU7 | Recombinant Scp1, phosphopeptide, malachite green phosphate absorbance | inhibition, % at 20 µM | actives 0.88% (n = 340,000);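 active = inhibition above about 50% at 20 µM, limit read from the data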;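 note: plate controls were DMSO wells with enzyme for no effect and wells lacking enzyme for full effect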
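Times: enzyme reaction 45 min at room temperature, colour 5 min, stabilisation 30 min. Material: SCP-1 catalytic fragment, aa 76-261. Medium: Acidic Tris acetate buffer with magnesium and detergent. Signal: colorimetric free-phosphate detection, absorbance 630 nm. Read-out basis: % inhibition of SCP-1 phosphate liberation. Reagent: Phosphorylated 17-residue peptide substrate.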
STEP inh: inhibitors of human striatal-enriched phosphatase STEP | recombinant STEP, OMFP fluorogenic substrate, fluorescence | inhibition, % at 20 µM | actives 0.25% (n = 360,000);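 active = inhibition at 20 µM, scaled per plate between control wells, above about 37%, limit read from the data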;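 note: 0% = DMSO with enzyme and substrate and 100% = substrate only without enzyme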
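Test system: STEP tyrosine phosphatase / Reagent: OMFP at 25 µM / Doses: 20 µM, 1% DMSO / Read-out: percent inhibition scaled to no-enzyme and uninhibited-enzyme controls, plate-pattern corrected / Detection: FITC-channel fluorescence of OMFP product / Medium: Bis-Tris buffer pH 6.0, 2.5 mM DTT, 0.005% Tween 20 / Schedule: 20 min at room temperature, dark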
NRP1-CendR mod: modulators of CendR peptide binding to human neuropilin-1 | FAM-RPARPAR peptide binding to NRP-1, fluorescence polarization | actives 0.85% (n = 360,000) | inhibition, % at 25 µM | O14786;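 active = inhibition or corrected inhibition above about 18%, plus a signal ratio from 0.5 to 1.5, limit read from the data, passing the limit was not always enough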; note: strong numbers were not always called active
Neddylation inh: inhibitors of human cullin neddylation | P61081+Q13564 | TR-FRET cullin neddylation, biochemical | calls only at 25 µM | actives 0.58% (n = 360,000) | AID 651699; in the data active = inhibition above about 36%
Target sequence (P61081 whole entry, looked up): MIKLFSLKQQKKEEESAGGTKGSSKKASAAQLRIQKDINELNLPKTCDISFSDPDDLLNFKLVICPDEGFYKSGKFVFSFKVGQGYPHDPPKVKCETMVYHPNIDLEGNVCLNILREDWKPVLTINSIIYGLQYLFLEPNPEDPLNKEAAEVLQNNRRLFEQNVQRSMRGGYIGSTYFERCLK
Target sequence (Q13564 whole entry, looked up): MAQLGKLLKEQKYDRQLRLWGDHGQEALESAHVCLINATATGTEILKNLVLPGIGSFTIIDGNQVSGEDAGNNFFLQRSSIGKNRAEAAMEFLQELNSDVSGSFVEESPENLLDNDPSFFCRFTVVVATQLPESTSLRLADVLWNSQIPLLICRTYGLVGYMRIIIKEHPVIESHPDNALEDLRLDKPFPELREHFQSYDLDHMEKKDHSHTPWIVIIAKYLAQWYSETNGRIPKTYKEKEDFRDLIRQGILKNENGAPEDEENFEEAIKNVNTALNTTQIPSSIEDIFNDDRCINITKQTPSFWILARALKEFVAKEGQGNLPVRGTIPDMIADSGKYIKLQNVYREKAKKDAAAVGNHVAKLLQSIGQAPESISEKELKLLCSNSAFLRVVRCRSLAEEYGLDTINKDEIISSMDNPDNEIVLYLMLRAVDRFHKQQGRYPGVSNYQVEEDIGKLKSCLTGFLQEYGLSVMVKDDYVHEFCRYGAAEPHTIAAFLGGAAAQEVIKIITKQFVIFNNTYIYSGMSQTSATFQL
NadD block: blocks S. aureus nicotinate mononucleotide adenylyltransferase. purified NadD enzyme, colorimetric absorbance read-out. actives 0.78% (n = 360,000). AID 602399. inhibition, % at 20 µM; in the data active = inhibition above about 26%; note: some compounds past the cut are filed as inactive
SUMO1 PPI mod: SUMO1-SIM interaction modulation; P63165; actives 0.33% (n = 360,000); inhibition, % at 20 µM; SUMO1 binding to a labelled peptide, TR-FRET, 1 h; AID 602429; in the data active = inhibition above about 37%
Target sequence (P63165 whole entry, looked up): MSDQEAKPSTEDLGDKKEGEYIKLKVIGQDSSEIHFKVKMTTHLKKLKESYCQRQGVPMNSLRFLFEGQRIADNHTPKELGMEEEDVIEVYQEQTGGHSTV
LMPTP block: LMPTP (human) inhibition; P24666; recombinant LMPTP-A, OMFP fluorogenic substrate, fluorescence intensity; inhibition, % at 20 µM; actives 0.22% (n = 360,000); AID 651560;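 active = compounds that cut the enzyme signal by at least half of the control window in the single-dose screen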;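 note: plate controls were DMSO wells with enzyme plus substrate for no effect and substrate without enzyme for full effect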
Target sequence (P24666 whole entry, looked up): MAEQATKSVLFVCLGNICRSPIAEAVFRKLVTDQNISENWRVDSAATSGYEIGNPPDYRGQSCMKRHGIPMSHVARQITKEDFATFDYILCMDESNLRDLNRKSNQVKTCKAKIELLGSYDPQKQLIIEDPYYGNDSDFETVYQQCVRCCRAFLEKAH
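Test system: LMPTP-A, protein tyrosine phosphatase of low molecular weight; Input: 0.625 nM enzyme; Incubation: 50 min dark incubation at room temperature; Signal: endpoint fluorescence intensity from OMFP dephosphorylation; Read-out basis: % inhibition versus control wells.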
* marks the source's active call; other numbers are inactive results; i = inactive; nt = not tested or not shown.

SMILES	SKN-1 inh	TbMetRS inhib	DNMT1 inh	Scp1 inh	STEP inh	NRP1-CendR mod	Neddylation inh	NadD block	SUMO1 PPI mod	LMPTP block
CNc1c(NC(=O)C2CCC(C)CC2)c(=O)oc2ccccc12 (stereo not drawn)	-1.6	0.3	5.6	-3.0	11.5	5.3	i	5.3	-2.4	-1.6
NS(=O)(=O)c1ccc(CCNC(=O)CN2C(=O)COc3ccc(S(=O)(=O)N4CCCC4)cc32)cc1	34.1	0.5	1.6	8.0	-0.4	9.8	i	12.0	0.2	0.3
Cc1ccc(N2C(=O)CC(c3ccsc3)C3=C2CC(C)(C)CC3=O)cc1 (stereo not drawn)	-8.5	-0.4	0.1	-14.7	1.4	10.9	i	-1.2	-3.7	0.3
Cc1ccc(N2CCN(S(=O)(=O)c3ccc4c(c3)oc(=O)n4C)CC2C)cc1 (stereo not drawn)	17.3	-0.2	-0.6	6.2	3.0	-4.9	i	-3.9	5.4	2.0
CCCNC(=O)C1(C)CCCN(C(=O)C(c2ccccc2)c2ccccc2)C1 (stereo not drawn)	4.1	-0.2	-0.4	nt	3.4	13.5	i	-1.9	0.3	-1.2
CCn1c(=O)n(CC(=O)N2CCN(c3ccccc3F)CC2)c(=O)c2ccccc21	25.8	-0.9	10.6	-8.1	3.0	-6.2	i	-1.4	2.6	-0.6
COc1cc(/C=C2\SC(=S)N(N(C)c3ccccc3)C2=O)ccc1O	11.5	-0.1	4.3	-1.8	-0.1	-62.5	i	-2.4	-16.2	-0.5
COc1ccc(/C(O)=C2/C(=O)C(=O)N(CCN(C)C)C2c2ccc(OC)c(OC)c2)c(C)c1 (stereo not drawn)	-16.8	-1.5	-2.4	2.0	-0.2	17.3	i	0.9	-3.0	-3.0
CCCCCCCCN1C(=O)C(O)=C(C(C)=O)C1c1ccccn1 (stereo not drawn)	1.5	0.1	-1.6	26.4	1.7	11.6	i	8.3	0.9	-1.5
Cc1cccc(NC(=S)Nc2ccc3cn[nH]c3c2)c1	-4.1	-0.2	-6.0	-2.7	2.7	1.1	i	4.4	1.8	-2.5
O=C(c1ccccc1)C1CCN(C(=O)Nc2ccccc2)CC1	0.3	-0.2	-2.3	4.0	0.7	-3.5	i	-1.0	-2.0	-1.1
CCN1C(=O)[C@H]2[C@@H](c3ccc(C)cc3)N[C@]3(CCCN(CC4CCCCC4)C3=O)[C@H]2C1=O	13.1	-0.8	0.3	nt	-1.7	-1.3	i	8.1	2.1	-1.4
CCN(CC)C1=C(Cl)C(=O)C(Cl)C12OCCO2 (stereo not drawn)	2.7	0.0	3.2	-4.2	-0.4	-5.9	i	-7.6	0.3	-2.8
Cc1ccc(N(CC(=O)N2CCCCCC2)S(C)(=O)=O)cc1Cl	3.2	-1.6	-0.1	-1.2	-0.6	7.7	i	-2.7	-1.2	-0.8
CCOc1ccc(-c2n[nH]c(C)c2Oc2ccccc2OC)c(O)c1	18.9	0.2	-11.6	0.5	-1.3	6.7	i	-2.4	0.8	0.4
CC1(C#N)c2ccccc2C(Br)=CN1C(=O)c1ccccc1 (stereo not drawn)	4.5	-0.4	2.9	-3.8	-0.1	2.0	i	-2.4	2.2	-0.4
CC(=O)C1(C)CCC2C3C=C(C)C4=CC(=O)CCC4(C)C3CCC21C (stereo not drawn)	9.1	-0.4	2.4	-0.3	0.5	4.4	i	-1.0	-8.1	1.5
CCOc1ccc(NC(=O)CN2CCN(C3c4ccccc4-c4ccccc43)CC2)cc1	0.1	-0.6	-10.9	-5.3	0.0	11.5	i	-9.5	-4.5	2.2
C/C=C\C=C/C(=O)Nc1cccc(C2=NOC3(C2)C[C@H](C(N)=O)N(C(=O)c2ccc(OC)cc2)C3)c1 (stereo partly drawn)	6.9	-0.2	-19.4	11.0	-0.6	-24.3	i	12.1	5.1	2.3
CCCCSc1nnc(-c2ccccc2N)c(=O)[nH]1	-0.7	0.4	2.1	-6.3	2.5	-1.9	i	7.6	-5.4	0.1
CC(=O)c1ccc(NC(=O)C2CCN(S(=O)(=O)c3cccc4nonc34)CC2)cc1	4.8	0.2	-5.0	3.7	2.7	-9.4	i	-5.6	-33.5	1.2
COc1ccc(Nc2oc(-c3ccc(Cl)cc3)nc2C#N)cc1	-19.9	-0.1	22.7	-0.3	3.0	-0.1	nt	-1.6	-3.1	1.8
CC1(C)CC(CC(=O)Nc2nccs2)(c2ccccc2)CCO1 (stereo not drawn)	0.4	-0.1	-5.2	-4.9	-0.5	3.7	i	-1.4	-0.7	-2.3
O=C(C1CCC1)N1CCN(S(=O)(=O)c2ccccc2)CC1	0.8	-0.8	1.6	1.3	0.9	8.4	i	1.5	2.3	0.5
CCCCn1c(N)c(N(CCC)C(=O)C2CCCC2)c(=O)[nH]c1=O	-3.8	0.0	-5.0	0.5	1.2	0.1	i	-0.7	1.6	0.0
CCC1CCCCN1CCCNC(=O)C1CCN(c2ncnc3c2nc2n3CCCCC2)CC1 (stereo not drawn)	1.6	-0.3	0.0	-3.4	-0.1	4.6	i	-3.2	1.6	1.6
O=C(Oc1ccc2ccccc2c1)C1CCC1	0.6	-0.5	-4.3	-4.5	0.1	9.5	i	-4.9	-4.8	0.2
O=S(=O)(Nc1ccc2c(c1)OCCO2)c1cccs1	0.7	-0.2	-6.4	-9.4	-1.4	5.8	i	0.8	-1.8	0.1
N#C/C=C(/N)N1CCN(c2ccc(Cl)c(Cl)c2)CC1	17.3	-0.7	-4.1	-9.6	-1.1	-4.4	i	-6.6	-1.2	0.2
CCN(C(=O)CSc1n[nH]c(-c2cc(Cl)ccc2OC)n1)C1CCS(=O)(=O)C1 (stereo not drawn)	6.7	-0.4	1.2	-6.8	-0.9	-7.8	i	6.1	-2.5	-1.0
COc1ccc(NC(=O)Nc2c(O)ccc3ccccc23)cc1	-3.5	-0.4	-10.8	-11.4	-1.5	-11.1	i	2.0	-7.4	1.2
Clc1ccc(C2CC(c3cccs3)n3ncnc3N2)cc1 (stereo not drawn)	11.6	-0.2	0.6	-6.9	1.1	10.6	i	-3.8	-0.4	-1.0
O=C1CN(S(=O)(=O)c2cccc(C(=O)O)c2)c2ccccc2N1	-7.4	-1.3	-0.5	10.3	-1.7	-9.7	i	-3.4	-0.8	-0.8
COC(=O)[C@]1(Sc2ccc(OC)cc2)CC(=O)N[C@@H]1c1ccccc1	-7.1	-0.6	nt	nt	nt	-1.7	i	3.1	15.8	-0.3
CCOC(=O)C1=C(CC)Nc2ccccc2N/C1=N\S(=O)(=O)c1ccccc1OC	4.1	-0.4	3.1	-0.7	-1.5	4.7	i	-3.1	-1.8	-0.1
CC(NCC(=O)NC(=O)NCCC1=CCCCC1)c1ccc(S(N)(=O)=O)cc1 (stereo not drawn)	-1.3	-0.5	-3.4	-0.1	-1.4	3.2	i	-0.4	-0.3	-0.8

Reprinted at random: 6 compounds from above, in no set order.
SMILES	SKN-1 inh	TbMetRS inhib	DNMT1 inh	Scp1 inh	STEP inh	NRP1-CendR mod	Neddylation inh	NadD block	SUMO1 PPI mod	LMPTP block
N#C/C=C(/N)N1CCN(c2ccc(Cl)c(Cl)c2)CC1	17.3	-0.7	-4.1	-9.6	-1.1	-4.4	i	-6.6	-1.2	0.2
Clc1ccc(C2CC(c3cccs3)n3ncnc3N2)cc1 (stereo not drawn)	11.6	-0.2	0.6	-6.9	1.1	10.6	i	-3.8	-0.4	-1.0
COC(=O)[C@]1(Sc2ccc(OC)cc2)CC(=O)N[C@@H]1c1ccccc1	-7.1	-0.6	nt	nt	nt	-1.7	i	3.1	15.8	-0.3
CC(NCC(=O)NC(=O)NCCC1=CCCCC1)c1ccc(S(N)(=O)=O)cc1 (stereo not drawn)	-1.3	-0.5	-3.4	-0.1	-1.4	3.2	i	-0.4	-0.3	-0.8
O=C(Oc1ccc2ccccc2c1)C1CCC1	0.6	-0.5	-4.3	-4.5	0.1	9.5	i	-4.9	-4.8	0.2
COc1ccc(NC(=O)Nc2c(O)ccc3ccccc23)cc1	-3.5	-0.4	-10.8	-11.4	-1.5	-11.1	i	2.0	-7.4	1.2

(more compounds)
SMILES	SKN-1 inh	TbMetRS inhib	DNMT1 inh	Scp1 inh	STEP inh	NRP1-CendR mod	Neddylation inh	NadD block	SUMO1 PPI mod	LMPTP block
NC(N)=NC(N)=Nc1cccc(Cl)c1	-1.5	-0.4	3.3	-3.8	-1.6	0.6	i	5.0	6.2	-0.7
CCn1c(-c2nonc2NC(=O)c2ccccc2)nc2ccccc21	5.2	-0.7	14.4	-6.2	-0.3	2.2	i	-9.3	-0.2	6.4
Cc1ccc(S(=O)(=O)Cc2ccc(C(=O)NCCc3ccccc3)o2)cc1	-0.2	-0.4	-1.6	-6.9	-3.1	7.7	i	-5.1	4.0	-0.5
O=C(Nc1ccc(Cl)c(C(F)(F)F)c1)C1Cc2c(-c3ccccc3)ccnc2O1 (stereo not drawn)	13.3	-0.2	-5.0	nt	1.3	-8.1	i	12.8	2.2	5.0
Cc1ccc2c(c1)N(Cc1cccc(C#N)c1)C=NS2(=O)=O	10.1	0.2	-0.6	-4.5	-2.0	6.6	i	-3.9	2.1	-2.1
Cc1ccc(S(=O)(=O)NCC(=O)OCc2cc(=O)oc3c(C)c(C)ccc23)cc1C	2.6	-0.2	-1.8	-4.6	0.0	9.4	i	-1.1	0.5	2.5
CN(C)CC/C=C1/c2ccccc2Sc2c(O)cc(Cl)cc21	-6.3	0.0	-8.5	-5.6	3.5	-17.2	i	0.5	15.3	4.9
N#Cc1cccc(C(=O)Nc2cc(S(=O)(=O)N3CCOCC3)ccc2N2CCCC2)c1	-4.8	0.1	4.5	6.0	-3.6	-5.4	i	0.7	1.1	0.1
C[C@@H]1CN([C@H](C)CO)C(=O)c2cc(NC(=O)Nc3ccc(C(F)(F)F)cc3)ccc2O[C@H]1CN(C)S(=O)(=O)c1ccccc1	28.3	0.2	-26.8	-12.0	-0.8	4.0	i	18.5	2.4	3.6
CCc1ccc(N(CC(=O)NC(C)(C)C)C(=O)CNC(=O)c2cccs2)cc1	-6.3	-0.1	0.2	-2.3	1.7	-1.0	i	-0.1	2.0	0.2
Cc1ccccc1NC(=O)C(C)c1cccc(C(=O)c2ccccc2)c1 (stereo not drawn)	2.3	0.0	-5.7	-5.6	1.2	-2.6	i	-3.8	1.7	0.0
CCC(Oc1ccccc1)C(=O)Nc1ccc(S(=O)(=O)Nc2cnc3ccccc3n2)cc1 (stereo not drawn)	3.1	0.7	-1.3	-23.4	-4.4	3.0	i	4.8	2.1	0.5
